Screening data from PubChem BioAssay.
Hsp70 act: Hsp70 transcriptional activators, primary screen, cell-based, HeLa, Hsp70 promoter luciferase, luminescence, 10 µM; activation, % at 10 µM; HeLa Hsp70 promoter luciferase reporter; scaled: vehicle 0, proteasome-inhibitor control 100%; AID 1203, 2008; 0.04% of 200,000 active;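 active = activation above the mean across all tested compounds plus 3 SD, cutoff set per campaign, cut at about 5.5% in these data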;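 also: 100% = MG132 at 30 µM as the positive control and 0% = DMSO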
Diaphorase inh: diaphorase inhibitors and chemical oxidizers, primary screen, counter-screen for diaphorase-coupled primary assays, biochemical, uHTS, resorufin fluorescence. diaphorase resazurin-to-resorufin fluorescence, NADH, 16 min; bacterial (C. kluyveri) enzyme, not human. inhibition, % at 20 µM. 0.69% of 190,000 active. AID 1217, 2008;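 active = primary screen inhibition at 20 µM above a set limit, cut at about 50% in these data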;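 also: plate controls were DMSO with full reaction for no effect and wells lacking NADH for full effect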
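Benchmarks: positive control wells lacking NADH, neutral wells with DMSO only. System: bacterial diaphorase enzyme (C. kluyveri). Input: 0.14 U/mL diaphorase, enzyme working solution. Detection: resorufin fluorescence, excitation 544 nm, emission 590 nm. Times: 16-min room-temperature incubation before reading.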
L major viab: Leishmania major promastigote growth inhibition, primary screen | Leishmania major promastigotes, resazurin fluorescence viability | 9% of 200,000 active | inhibition, % at 10 µM | AID 1063, 2008;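 also: promastigotes grown with compound for 44 hours at 28 °C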
TLR4 MyD88 comp: inhibitors of TLR4-MyD88 association in cells, primary screen, cell-based, HeLa CL3-4, BLA complementation, FRET ratio | AID 861, 2007 | inhibition, % at 8.4 µM | 0.18% of 200,000 active | HeLa CL3-4 TLR4/MyD88 BLA complementation; in the data active = inhibition above about 25%;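 also: 0% = vehicle and 100% = reference inhibitor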
PMI act: activators of human PMI, primary screen, biochemical, fluorescence intensity, near-Km mannose 6-phosphate | purified human PMI, coupled resazurin fluorescence, 20 min; stronger effect = higher value; 1 = vehicle control, 0 substrate-free wells | activation factor at 20 µM | 0.005% of 190,000 active;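 active = activation factor of 2 or more at 20 µM, relative to plate controls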
Target sequence (P34949 whole entry, looked up): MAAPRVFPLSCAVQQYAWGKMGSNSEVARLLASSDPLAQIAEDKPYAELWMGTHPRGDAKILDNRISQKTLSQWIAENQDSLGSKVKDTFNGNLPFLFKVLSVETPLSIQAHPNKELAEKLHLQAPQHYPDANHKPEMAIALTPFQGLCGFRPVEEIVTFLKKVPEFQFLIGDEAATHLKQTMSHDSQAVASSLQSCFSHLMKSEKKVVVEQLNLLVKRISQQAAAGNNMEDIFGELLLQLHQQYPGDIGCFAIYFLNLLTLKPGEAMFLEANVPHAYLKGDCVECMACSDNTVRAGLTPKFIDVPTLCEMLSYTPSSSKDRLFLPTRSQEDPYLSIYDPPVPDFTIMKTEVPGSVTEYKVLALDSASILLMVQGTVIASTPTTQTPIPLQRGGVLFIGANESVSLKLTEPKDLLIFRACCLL
PMI act hi M6P: human PMI activators, high substrate, primary screen, biochemical, fluorescence intensity, near-saturating mannose 6-phosphate | Mannose-6-phosphate isomerase (Homo sapiens), P34949 | coupled PMI enzyme assay, resazurin fluorescence, 20 min; stronger effect = higher value; 1 = untreated enzyme, 0 = substrate-free blank | activation factor at 20 µM | 0.34% of 190,000 active | AID 1216, 2008;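 active = activation factor of 2 or more at 20 µM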
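Test system: human phosphomannose isomerase with PGI, G6PDH, diaphorase coupling enzymes / Doses: 20 µM compound, 1% DMSO / Times: enzyme reaction with compound 20 min at room temperature / Measured by: Diaphorase-driven resazurin-to-resorufin fluorescence, excitation 544, emission 590 nm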
DTT redox prof: compounds producing H2O2 with reducing agent – biochemical, NIH compound library profiling, artefact control for MLSCN library redox annotation, primary screen; DTT-dependent redox cycling H2O2, phenol red/HRP absorbance; 100% = 100 µM peroxide control, 0% = buffer; activation, % at 10 µM; 0.03% of 200,000 active;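 active = activation of at least 50% relative to the plate's high and low controls in the primary single-dose screen; inactive = activation below 50%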;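 also: compound incubated with DTT at 0.8 mM final as the reducing agent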
RAM network inh: inhibitors of the yeast RAM network, primary screen, dse1pr::URA3 reporter, 5-FOA selection | S. cerevisiae dse1pr::URA3 reporter, 5-FOA growth OD615, 2 d; analog-sensitive cbk1-as2 kinase mutant strain | inhibition, % at 50 µM | 1.8% of 190,000 active | AID 868, 2007;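 active = inhibition above a set limit, 3 SD over mean compound inhibition, cut at about 8.4% in these data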;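 also: 0% = DMSO-only wells with no growth and 100% = 10 µM 1-NA-PP1 full growth; inhibition rescues growth on 5-FOA so higher OD means more RAM inhibition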
S1P3 antag: S1P3 receptor antagonists, primary screen, cell-based. CHO S1P3 NFAT-BLA reporter, FRET fluorescence, antagonist mode. inhibition, % at 4.98 µM. 0.27% of 170,000 active;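 active = inhibition above the plate cutoff, the mean inhibition of test wells on that plate plus 3 SD, cut at about 28% in these data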;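 also: cells challenged with S1P at its EC80 of 0.8 µM; blue over green emission ratio from cleaved BLA substrate after 4 h stimulation; 0% = S1P-stimulated wells and 100% = unstimulated DMSO-only wells; some compounds past the cut are filed as inactive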
Target sequence (Q99500 whole entry, looked up): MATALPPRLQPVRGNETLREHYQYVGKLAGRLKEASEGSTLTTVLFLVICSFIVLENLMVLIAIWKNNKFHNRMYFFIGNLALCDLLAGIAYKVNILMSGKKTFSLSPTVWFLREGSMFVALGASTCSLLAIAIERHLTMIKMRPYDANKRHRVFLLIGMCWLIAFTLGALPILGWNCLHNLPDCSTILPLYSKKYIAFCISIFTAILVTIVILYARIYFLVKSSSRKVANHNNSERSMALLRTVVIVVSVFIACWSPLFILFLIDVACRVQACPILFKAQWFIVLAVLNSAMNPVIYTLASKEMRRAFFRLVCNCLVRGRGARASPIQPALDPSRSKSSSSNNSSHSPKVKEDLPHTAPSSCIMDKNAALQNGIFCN
G6PDH counter: L. mesenteroides G6PDH inhibitors, counter-screen for G6PDH-coupled screening assays, biochemical, Leuconostoc mesenteroides enzyme | glucose-6-phosphate dehydrogenase [Leuconostoc mesenteroides] | Purified L. mesenteroides G6PDH, diaphorase/resazurin coupled fluorescence, 45 min | 0.12% of 200,000 active | inhibition, % at 5 µM
Diaph act CS: compounds boosting diaphorase resazurin reduction – biochemical, uHTS, resorufin fluorescence, counter-screen for diaphorase-coupled primary assays, primary screen | Diaphorase/resazurin coupled assay, 16 min; stronger effect = higher value; 1 = vehicle wells, 0 = NADH-free wells | activation factor at 20 µM | 0.005% of 190,000 active | AID 1229, 2008;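 active = diaphorase activity raised at least twofold by the compound at 20 µM; inactive = activation factor below 2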
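Test system: Clostridium kluyveri diaphorase, purified enzyme; input: enzyme 0.07 U/mL final; buffer or medium: 50 mM HEPES pH 7.4 with 4.542 mM MgCl2, 0.005% Tween 20; also added: 0.114 mM NADH and 0.1 mM resazurin, final amounts; schedule: 16 min enzyme reaction, ambient temperature; technique: fluorescence of resorufin, 544 nm excitation, 590 nm emission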
An asterisk follows results filed as active; . = no result given. Rule as the data show it, unless noted: active = inhibition above about 50%; inactive = the rest. Not a hit list. About 12% of those tested had a hit in this group.

SMILES	Hsp70 act	Diaphorase inh	L major viab	TLR4 MyD88 comp	PMI act	PMI act hi M6P	DTT redox prof	RAM network inh	S1P3 antag	G6PDH counter	Diaph act CS
Cc1cc(C(=O)COC(=O)c2ccc(O)cc2)c(C)n1CC1CCCO1 (stereo unspecified)	-0.3	4.6	1.5	3.4	1	1	-2.2	2.2	-6.0	1.1	1
Cc1ccc(Cn2ccc(NC(=O)c3nc4ncccn4n3)n2)cc1	0.6	10.8	50.8*	-2.0	0.9	0.9	1.4	3.1	12.1	14.2	0.9
CCOc1ncccc1C(=O)Nc1ccc2c(C)cc(=O)oc2c1	0.1	1.5	-2.8	8.0	1	1	-2.6	3.5	8.3	-23.5	1
Cc1cc(C(=O)Nn2c(C3CCCCC3)nc3ccccc3c2=O)ccc1[N+](=O)[O-]	0.3	21.4	13.5	-3.3	1.1	1.1	-0.3	2.0	-5.9	-0.1	0.8
O=C1Nc2ccccc2N(O)N1c1ccc(Cl)c(Cl)c1	-0.3	6.0	-7.8	-5.0	1.1	1	0.6	0.2	7.0	8.7	0.9
COc1ccc(NC(=O)c2cc(S(=O)(=O)N(C)C)ccc2N2CCCC2)cc1Cl	-0.5	7.9	11.6	6.0	0.9	0.9	0.0	4.0	-2.1	7.4	0.9
O=C(NCc1cccnc1)c1ccc(CS(=O)(=O)Cc2ccc(Cl)cc2)o1	0.0	18.9	10.0	-7.2	0.8	0.8	2.8	1.8	-3.5	-2.6	0.8
CCC(CO)NC1=C([N+](=O)[O-])C(=O)CC(C)(C)C1 (stereo unspecified)	-0.5	4.4	-1.9	0.5	0.9	0.9	-0.1	1.1	2.5	8.5	1
c1ccc(-c2nnc(CSc3nnc(-c4cccs4)o3)o2)cc1	-0.3	.	-5.5	-17.8	.	.	1.8	4.8	1.7	.	.
Cc1cccnc1NC(=O)COc1ccc2oc3c(c2c1)CCCC3	0.2	3.6	4.4	9.2	1	0.9	0.4	0.5	-11.4	3.6	1
O=C(NC1CCS(=O)(=O)C1)Oc1ccc(Cl)cc1 (stereo unspecified)	0.0	1.1	0.5	-10.6	1	1	0.0	0.1	.	3.4	1
CSc1ccc(S(=O)(=O)Nc2ccc(N3CCOCC3)c(Cl)c2)cc1	-0.2	31.1	-0.9	-3.3	0.8	0.8	0.1	2.3	3.0	0.8	0.7
COc1ccc(-c2cc(C(F)(F)F)n3nc(C(=O)N4CCCCC4)cc3n2)cc1	-0.3	4.8	23.5	-0.1	1.1	1	-0.3	1.2	.	7.6	1
CCC(=O)OCCCCCCOc1ccc(C(=O)O)cc1	-0.2	3.0	-3.2	-0.8	1	1.1	1.6	4.1	.	-11.5	1
COc1ccc(NC2=CC(=O)CC(c3ccccc3)C2)cc1 (stereo unspecified)	-0.3	8.5	-7.4	5.3	0.9	0.9	0.1	3.7	-12.4	13.8	0.9
CCc1cc2c(=O)[nH]c(Cc3ccccc3)nc2s1	-0.3	10.0	-3.5	5.8	1	1	0.0	3.7	.	-3.8	0.9
COc1nc(OC)nc(N2CCC(NC(=O)C(Cc3ccc(C(C)C)cc3)NC(C)=O)CC2)n1 (stereo unspecified)	-0.4	-0.6	-3.7	7.8	0.9	1	2.2	3.7	-2.2	34.1	1
O=C(NCc1ccco1)c1nn2c(C(F)(F)F)cc(-c3cccs3)nc2c1Br	-0.1	15.4	100.2*	1.1	1.1	1.2	-1.1	3.3	.	1.0	0.8
[O-][N+]1=c2ccc(Nc3ccccc3)cc2=NC12CCCCC2	0.1	72.4*	100.4*	13.1	0.2	0.3	2.3	4.9	15.5	47.5	0.3
Cc1cc(/C=N/n2cnnc2)c(C)n1-c1ccc(OCc2ccc(Cl)cc2)cc1	0.2	-10.5	97.8*	0.3	1	1.1	0.0	0.9	.	-0.7	1.1
CCOC(=O)N1CCN(C(=O)C(C)N(c2ccc(Oc3ccccc3)cc2)S(C)(=O)=O)CC1 (stereo unspecified)	-0.5	7.5	-9.0	-8.5	0.9	0.9	0.5	1.2	1.8	25.9	0.9
COc1ccc(OC)c(NC(=O)C2C3CCC(C3=C(C)C)C2C(=O)O)c1 (stereo unspecified)	0.1	16.8	-5.3	6.7	0.7	0.8	-0.4	-0.6	-56.8	-12.8	0.8
Cc1cccc(NC(=O)CSc2nncn2-c2ccccn2)c1	-0.3	13.6	6.0	3.3	0.9	0.9	0.0	-0.1	6.4	10.8	0.9
CC(=O)/C(=C\Nc1ccc(OCc2ccccc2)cc1)c1ccccc1	0.2	16.4	0.0	-5.0	0.8	0.8	1.6	2.7	.	-5.2	0.8
O=C(CN1C(=O)c2cccc3cccc(c23)C1=O)N1CCCCCC1	-0.2	1.1	40.0	5.1	1	1	-5.7	0.3	.	4.7	1

8 compounds already listed, ordered by formula weight, rising.
SMILES	Hsp70 act	Diaphorase inh	L major viab	TLR4 MyD88 comp	PMI act	PMI act hi M6P	DTT redox prof	RAM network inh	S1P3 antag	G6PDH counter	Diaph act CS
[O-][N+]1=c2ccc(Nc3ccccc3)cc2=NC12CCCCC2	0.1	72.4*	100.4*	13.1	0.2	0.3	2.3	4.9	15.5	47.5	0.3
CCOc1ncccc1C(=O)Nc1ccc2c(C)cc(=O)oc2c1	0.1	1.5	-2.8	8.0	1	1	-2.6	3.5	8.3	-23.5	1
Cc1ccc(Cn2ccc(NC(=O)c3nc4ncccn4n3)n2)cc1	0.6	10.8	50.8*	-2.0	0.9	0.9	1.4	3.1	12.1	14.2	0.9
Cc1cccnc1NC(=O)COc1ccc2oc3c(c2c1)CCCC3	0.2	3.6	4.4	9.2	1	0.9	0.4	0.5	-11.4	3.6	1
CC(=O)/C(=C\Nc1ccc(OCc2ccccc2)cc1)c1ccccc1	0.2	16.4	0.0	-5.0	0.8	0.8	1.6	2.7	.	-5.2	0.8
CSc1ccc(S(=O)(=O)Nc2ccc(N3CCOCC3)c(Cl)c2)cc1	-0.2	31.1	-0.9	-3.3	0.8	0.8	0.1	2.3	3.0	0.8	0.7
COc1ccc(NC(=O)c2cc(S(=O)(=O)N(C)C)ccc2N2CCCC2)cc1Cl	-0.5	7.9	11.6	6.0	0.9	0.9	0.0	4.0	-2.1	7.4	0.9
O=C(NCc1ccco1)c1nn2c(C(F)(F)F)cc(-c3cccs3)nc2c1Br	-0.1	15.4	100.2*	1.1	1.1	1.2	-1.1	3.3	.	1.0	0.8

Following part
SMILES	Hsp70 act	Diaphorase inh	L major viab	TLR4 MyD88 comp	PMI act	PMI act hi M6P	DTT redox prof	RAM network inh	S1P3 antag	G6PDH counter	Diaph act CS
CC(C)Oc1ccc2c3c(c(=O)oc2c1)CCC3	-0.3	6.8	-4.8	1.7	1	1	1.8	1.1	-12.7	10.0	0.9
O=C1/C(=C/c2cccc(F)c2)CSc2sccc21	-0.2	6.0	-2.3	3.8	1	1	-4.2	0.1	.	-2.3	0.9
Cc1cc(/C=C(/C#N)c2nc3ccccc3[nH]2)c(C)n1-c1ccccc1C(=O)O	0.0	9.1	-7.4	7.0	1.1	0.8	-1.8	2.4	-5.0	4.0	0.9
Clc1ccc2[nH]cc(-c3nnnn3-c3ccc4ccccc4c3)c2c1	-0.4	17.5	98.7*	-9.2	0.9	0.9	-2.6	2.4	.	-49.6	0.8
O=C(c1cccc(S(=O)(=O)Nc2cccc(C(F)(F)F)c2)c1)N1CCCCC1	-0.5	8.9	2.3	-9.8	0.9	0.9	0.2	0.4	-6.1	0.7	0.9
Cc1ccc(NC(=O)/C(=C\c2cccs2)NC(=O)c2ccccc2)cc1	-0.1	12.4	83.3*	-2.7	0.9	1	-0.4	3.6	-6.5	-11.0	0.9
CC(C)n1c(N2CCN(CC(=O)Nc3ccc4c(c3)OCCO4)CC2)nc2ccccc21	-0.2	7.9	51.1*	6.3	1.1	1	1.9	0.9	11.6	10.6	0.9
CC(CN1CCCCC1)OC(=O)c1ccc(Cl)cc1 (stereo unspecified)	-0.5	18.0	-3.9	-14.9	1	1	2.9	-1.3	-17.9	2.8	0.8
COCCNC(=O)c1ccc(NS(C)(=O)=O)cc1	-0.1	12.3	-6.7	0.8	0.9	1	1.4	-0.1	-5.0	22.6	0.9
CCc1nc(C)cn1S(=O)(=O)c1ccc([N+](=O)[O-])cc1	-0.2	6.7	99.6*	-7.0	1	1.1	-0.6	2.3	0.8	10.1	0.9
CSc1nc(-c2ccc(Cl)cc2)nn1S(=O)(=O)c1ccccc1	-0.2	10.8	3.7	9.1	1.1	1.1	1.6	-0.7	.	4.1	0.9
CCc1ccc(C2C3=C(CC(C)(C)CC3=O)OC3=C2C(=O)CC(C)(C)C3)cc1	-0.2	12.4	46.9	0.3	1	0.9	0.1	3.1	-2.1	0.1	0.9
CCn1c(=S)[nH]c2ccccc21	-0.1	11.4	9.6	-4.7	0.9	1	5.0	0.5	.	2.4	0.9
Cc1ccc(N2C(=O)c3ccc(C(=O)N4CCN(c5ccccc5F)CC4)cc3C2=O)cc1	-0.3	1.1	-10.4	5.0	1	1	-1.0	2.2	-4.8	-14.0	1
O=C(NCc1ccco1)c1cc2nc(-c3ccc4c(c3)OCO4)cc(C(F)(F)F)n2n1	-0.3	9.8	27.8	9.5	1.1	1.1	0.6	4.6	-18.1	2.2	0.9
C=C(Br)Cn1c(CC)nc2ccccc21	-0.4	2.3	-0.3	2.2	1.1	1	-4.3	1.1	.	9.9	1
CCc1c(C)sc(NC(=S)Nc2nc(C)cc(C)n2)c1C(=O)OC	0.0	-1.1	9.9	-0.8	0.5	0.7	-0.8	3.6	-10.2	6.2	1
